# A549 tox: A549 cytotoxicity, counter-screen for Nrf2 inhibitors; A549 ARE-Fluc cells, CellTiter-Fluor viability, 18-24 h; Potency, µM (top dose mostly 46 µM), without a hit: at the top dose activity change, negative = cytotoxicity, actives largely listed as inhibitors; actives 0.16% (n = 390,000); also: potency is read from the fitted curve at half-maximal effect; % is scaled to controls: 0 for no effect and ±100 for the full control effect
#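 A549 ARE-Fluc cells in 5% FBS OPTI-MEM, 5000 cells/well, rested 2 h then exposed to compounds in concentration-response for 18-24 h at 37 °C. Viability by CellTiter-Fluor fluorescence (Ex 405/Em 525) after 30 min; luciferase luminescence (BugLite, 15 min, RT) read afterwards.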
# ATXN2 expr inh: ATXN2 expression inhibition | HEK-293 ATXN2-luciferase reporter, luminescence, 24 h | AID 1745845 | actives 0.72% (n = 360,000) | Potency, µM (titrated, usually from 57 µM), without a hit: top-dose activity change, negative = inhibition, most hits filed as inhibitors; also: potency is read from the fitted curve at half-maximal effect; % is scaled to controls: 0 for no effect and ±100 for the full control effect; nearly all actives have a fitted effect of over 55% in size
#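 ATXN2-luciferase reporter cells (luciferase flanked by upstream and downstream ATXN2 gene portions) were treated 24 h at 37 °C with compounds at up to 57 uM. SteadyGlo luminescence gave expression; GF-AFC fluorescence gave viability.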
# TGFb inhibitor: TGF-b pathway inhibition | actives 1.2% (n = 410,000) | HepG2 CAGA-GFP TGF-b/SMAD3 reporter, GFP fluorescence, 18 h; TGF-beta stimulated, 500 pg/mL final | Potency, µM (titrated, usually from 46.1 µM), for inactives: top-dose activity, negative = inhibition, actives largely listed as inhibitors | AID 588855; also: potency is read from the fitted curve at half-maximal effect; % is scaled to controls: 0 for no effect and ±100 for the full control effect; nearly all actives have a fitted effect of over 65% in size
#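 Smad-responsive CAGA-GFP expression was quantified in HEPG2 cells exposed to compounds and 500 pg/mL final TGF-beta for 18 h at 37 degrees C; unstimulated wells defined full inhibition.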
# EPAC2 agonist: activates human EPAC2 exchange factor; Q8WZA2; EPAC2 activation, biochemical qHTS; response scale: 100% = 6.5 mM cAMP response; Potency, µM (highest dose often 154 µM), for the others: top-dose activation, most hits filed as activators; actives 0.079% (n = 360,000); AID 720711; also: potency is read from the fitted curve at half-maximal effect; nearly all actives have a fitted effect of over 50% in size
# Target sequence (Q8WZA2 whole entry, looked up): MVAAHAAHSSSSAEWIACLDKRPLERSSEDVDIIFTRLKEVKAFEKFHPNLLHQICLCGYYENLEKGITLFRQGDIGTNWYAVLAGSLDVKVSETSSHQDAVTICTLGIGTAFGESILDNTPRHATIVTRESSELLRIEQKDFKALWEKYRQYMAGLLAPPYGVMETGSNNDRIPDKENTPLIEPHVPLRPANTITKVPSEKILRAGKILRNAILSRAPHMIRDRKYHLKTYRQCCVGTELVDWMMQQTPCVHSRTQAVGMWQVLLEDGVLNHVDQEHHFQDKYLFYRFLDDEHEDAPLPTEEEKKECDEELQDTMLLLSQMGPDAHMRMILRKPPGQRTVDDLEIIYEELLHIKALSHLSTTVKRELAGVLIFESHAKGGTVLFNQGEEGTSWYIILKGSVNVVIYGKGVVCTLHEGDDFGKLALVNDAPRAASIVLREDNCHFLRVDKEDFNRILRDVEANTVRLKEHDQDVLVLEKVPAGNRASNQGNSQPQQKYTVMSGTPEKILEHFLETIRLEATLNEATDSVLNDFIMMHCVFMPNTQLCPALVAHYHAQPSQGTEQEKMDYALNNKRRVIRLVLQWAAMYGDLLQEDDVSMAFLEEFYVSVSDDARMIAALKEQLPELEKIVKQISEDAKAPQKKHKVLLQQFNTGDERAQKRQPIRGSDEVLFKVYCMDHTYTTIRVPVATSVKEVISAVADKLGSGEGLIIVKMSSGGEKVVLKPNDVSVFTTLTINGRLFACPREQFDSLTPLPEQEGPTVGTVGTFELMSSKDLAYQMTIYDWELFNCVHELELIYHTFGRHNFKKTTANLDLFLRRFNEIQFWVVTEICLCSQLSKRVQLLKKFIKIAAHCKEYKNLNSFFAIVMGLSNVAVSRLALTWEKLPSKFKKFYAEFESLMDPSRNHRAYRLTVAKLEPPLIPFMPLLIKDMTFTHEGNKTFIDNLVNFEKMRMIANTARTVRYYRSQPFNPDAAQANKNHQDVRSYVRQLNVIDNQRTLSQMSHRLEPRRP
#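 In this primary screen, activation is scored as increased exchange of BODIPY-GDP from Rap1B by 100 nM EPAC2, with 50 uM GDP as competitor. Signal is normalized to the 6.5 mM cAMP agonist control.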
# Nrf2 block: inhibitors of Nrf2 signaling; A549 ARE-Fluc reporter, luciferase luminescence, 18-24 h; Potency, µM (series often up to 46 µM), inactives show top-dose activity change, negative = inhibition, usual class: inhibitors; actives 2.1% (n = 360,000); also: potency is read from the fitted curve at half-maximal effect; % is scaled to controls: 0 for no effect and ±100 for the full control effect; nearly all actives have a fitted effect of over 60% in size
#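 Cells were seeded and rested 2 h, then exposed to compounds for 18-24 h. CellTiter-Fluor was read first as a viability measure. BugLite was added 15 min before the final luminescent read of ARE-luciferase activity in A549 cells.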
# ATXN viability: cell viability loss in ATXN counter-screen; S2 cells (HEK-293 line with an ATXN2-luciferase reporter) viability, CellTiter-Fluor protease fluorescence, 24 h; Potency, µM (titrated, usually from 56.7 µM), usual class: cytotoxic; actives 0.49% (n = 400,000); also: potency is read from the fitted curve at half-maximal effect; nearly all actives have a fitted effect of over 40% in size
# IL-2 act: activators of IL-2; AID 652025; activation, % (series mostly up to about 46 µM); actives 0.065% (n = 360,000); IL-2 activation reporter assay, cell-based qHTS; stimulated with anti-CD3/CD4/CD28 beads; in transgenic mouse T cells; in the data active = activation above about 50%; inconclusive = mostly about 30% to 49%; also: 0% is about no effect
#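 Quantitative HTS in unstimulated transgenic mouse T cells, with memory T cells as non-tolerant control and PMA/ionomycin as tolerance-bypass control. Compound pretreatment lasted 60 minutes before 18 h bead stimulation; EGFP/DsRed fluorescence read.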
# Nrf2 activator: Nrf2 pathway activation; actives 0.31% (n = 410,000); AID 624171; AREc32 ARE-luciferase reporter (MCF7-derived line), luminescence, 24 h; Potency, µM (doses to about 46.1 µM), inactives show top-dose activation, most hits filed as activators; also: potency is read from the fitted curve at half-maximal effect; % of control where 0% means no effect; nearly all actives have a fitted effect of over 65% in size
#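 Nrf2 activation is followed as ARE-luciferase induction in the AREc32 line after one day of compound treatment; luminescence is read with Steady-Glo.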
# HepG2 viability: kills HepG2 cells in TGF-b inhibitor counter-screen; HepG2 CAGA-GFP viability, ATP luminescence, 18 h; Potency, µM (top dose mostly 46.1 µM), without a hit: at the top dose activity change, negative = cytotoxicity, usual class: cytotoxic; actives 0.76% (n = 410,000); AID 588856; also: potency is read from the fitted curve at half-maximal effect; some results filed as inactive show a strong effect at the top dose
#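 CellTiter-Glo luminescence gave cytotoxicity after 18 hours at 37 degrees C. The cells were HepG2 CAGA-GFP in 1% FBS DMEM, stimulated with 500 pg/mL TGF-beta after compound addition. %Activity was normalised to no-cell wells (complete cell-killing) and DMSO (no toxicity), and curves were fitted and classified.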
# * = called active by the depositor; i = inactive; u = inconclusive; x = no result given; & = joins results of further samples; [ ] = remark or other dose. Unless noted, calls follow the shape of the dose curve; as a rule, active = well fitted curve in the direction sought with a large enough effect; inconclusive = small, poorly fitted or top-dose-only effect, or another doubt; inactive = no such curve, though single readings can be large; an effect the other way counts as inactive or inconclusive.
SMILES,A549 tox,ATXN2 expr inh,TGFb inhibitor,EPAC2 agonist,Nrf2 block,ATXN viability,IL-2 act,Nrf2 activator,HepG2 viability
Cc1snc(SCC(=O)c2ccc([N+](=O)[O-])cc2)c1C#N,-5.8%,26.1%,7.6%,-3.9%,4.4%,i,-1.4,3.4%,-3.0%
COc1ccccc1NC(=O)c1sc2ncn(Cc3cccc4ccccc34)c(=O)c2c1C,6.3%,-6.2%,-1.8%,10.2%,-26.8%,i,2.4,9.6%,1.6%
Cc1ccc(Cl)cc1NC(=O)CN1C(=O)c2cccc3cccc1c23,-4.6%,6.4%,0.0%,x,-0.9%,i,x,-0.5%,-10.2%
COCCCN1C(=O)C(CC(=O)NCC2CCCCC2)CC(C(=O)N2CCOCC2)=C1C (stereo not given),x,10.6%,13.2%,7.9%,x,i,-3.5,-0.3%,-44.9%
CN(Cc1ccc(Cl)s1)C(=O)CNC(=O)CNC(=O)c1ccc(Cl)cc1Cl,-0.3%,-11.1%,u,3.1%,1.4%,i,0.3,3.7%,-7.9%
COC(=O)c1ccccc1NC(=S)N1CCN(c2ccccc2)CC1,-2.8%,-10.2%,0.7%,11.2%,-9.4%,i,-0.2,-0.9%,-7.2%
COc1ccc(NC(=O)c2c(NCc3cccs3)sc3c2CCCCC3)c(OC)c1,-8.0%,-25.8%,-12.8%,x,x,u,x,22.6%,-18.9%
CCOc1ccc(OCC(=O)N2CCN(S(=O)(=O)c3ccccc3)CC2)cc1,x,x,-6.8%,7.0%,x,i,-1.9,-1.3%,-1.8%
COCCN(Cc1ccccc1)C(=O)c1cccc(S(=O)(=O)N2CCCc3ccccc32)c1,6.3%,x,u,4.6%,-15.2%,x,-0.4,3.3%,-11.9%
COc1ccc(NC(=S)SC)cc1OC,-0.6%,x,u,6.9%,-21.6%,i,-1.1,13.7%,-44.9%
O=C(Nc1c(-c2ccc3c(c2)OCO3)[nH][nH]c1=O)c1cccc(C(F)(F)F)c1,x,-3.9%,-0.4%,3.2%,x,i,0.2,2.4%,0.8%
Cc1cc(C([O-])=C(C(=S)Nc2ccc(F)cc2)[n+]2ccccc2)c(C)n1-c1ccc(F)cc1,-9.7%,7.0%,-1.6%,7.5%,-11.1%,u,-2.6,15.6%,8.9%
Cc1ccc(-c2cnc3c(c2)C(=O)N([C@H](C)CO)C[C@@H](C)[C@@H](CN(C)C(=O)Cc2ccccc2)O3)cc1,x,-14.9%,-9.8%,2.5%,x,i,-1.5,3.0%,-9.1%
CC1(C)CC2CC(C)(CN2S(=O)(=O)c2ccc(C(=O)Nc3cccc(S(=O)(=O)N4CCOCC4)c3)cc2)C1 (stereo not given),-1.6%,-24.5%,u,13.6%,2.31µM*,i,-0.8,-0.3%,-22.7%
O=C1c2cc(N3CCCC3)c([N+](=O)[O-])cc2C(=O)N1c1ccccc1,2.0%,4.2%,-4.8%,-6.2%,1.9%,i,-0.4,0.1%[9.22 µM],-2.5%

# The final 2 entries of the part before lead into the next.
SMILES,A549 tox,ATXN2 expr inh,TGFb inhibitor,EPAC2 agonist,Nrf2 block,ATXN viability,IL-2 act,Nrf2 activator,HepG2 viability
CC1(C)CC2CC(C)(CN2S(=O)(=O)c2ccc(C(=O)Nc3cccc(S(=O)(=O)N4CCOCC4)c3)cc2)C1 (stereo not given),-1.6%,-24.5%,u,13.6%,2.31µM*,i,-0.8,-0.3%,-22.7%
O=C1c2cc(N3CCCC3)c([N+](=O)[O-])cc2C(=O)N1c1ccccc1,2.0%,4.2%,-4.8%,-6.2%,1.9%,i,-0.4,0.1%[9.22 µM],-2.5%
CC(=O)Nc1ccc(C(=S)NCCCO)cc1,1.7%,-5.7%,2.4%,-0.7%,4.0%,i,0.0,2.1%,2.0%
COc1ccc(C2C(C#N)=C(N)OC(C(C)(C)C)=C2C#N)cc1OC (stereo not given),-2.6%,-5.0%,1.4%,-19.5%,11.5%,i,-0.5,4.4%,6.4%
CCOC(=O)C1(CC2CCCCO2)CCN(C(=O)Nc2ccccc2SC)CC1 (stereo not given),0.1%,2.0%,14.0%,2.7%,11.3%,i,-1.2,-0.6%[9.22 µM],8.0%
CCn1ncc(Br)c1C(=O)Nc1sc2c(c1C(N)=O)CCC2,1.7%,u,1.9%,-10.6%,-13.2%,i,-1.3,2.8%,-47.2%
CCN1C(C(=O)c2ccccc2)=C(OC(=O)COc2ccccc2)c2ccccc2S1(=O)=O,14.6µM*,x,-10.2%,x,u,x,x,-0.3%,-16.4%
COC(=O)c1nn(-c2ccc(OC)cc2)c(=O)cc1Oc1cccc(Cl)c1,-10.2%,4.2%,-8.4%,1.4%,4.0%,i,0.1,0.4%,8.2%
COCCN(CCOC)S(=O)(=O)c1ccc(C(=O)Nc2nc(C)c(C(C)=O)s2)cc1,-4.4%,4.6%,-22.9%,10.8%,4.9%,i,0.0,0.0%,0.3%
Cc1c(NC(=O)C2CCN(S(=O)(=O)c3cccs3)CC2)c(=O)n(-c2ccccc2)n1C,0.0%,x,-17.2%,7.0%,u,i,1.1,0.1%,-46.5%
Cc1ccc(CN(C)C(=O)c2ccc(S(=O)(=O)N3CCCCCC3)cc2)o1,6.2%,-0.8%,-7.3%,6.7%,0.1%,i,-0.5,2.4%,-3.1%
CCOc1ccc(N=Cc2ccc(N(C)C)cc2)c(O)c1,x,x,u,-4.2%,x,u,0.9,5.5%,-76.9%
CCOC(=O)c1c(-c2ccccc2)oc2ccc(OCC(=O)O)cc12,1.5%,x,-2.5%,0.6%,-9.7%,i,0.4,-0.4%,15.7%
COc1ccc(-c2nc(C)c(C(C)=O)n2O)cc1OC,-8.8%,20.9%,-5.8%,-0.1%,5.1%,i,1.7,-0.4%,2.1%
Cn1nccc1CNC(=O)c1ccnn1C,-7.5%,1.9%,2.1%,6.3%,-3.2%,i,0.2,-0.5%[9.22 µM],13.1%
O=C(COC(=O)c1cccnc1SCC(=O)NCc1ccccc1)NCc1ccccc1,-21.0%,58.1%[activator],0.1%,2.1%,10.4%,u,-4.0,0.3%,-32.1%
CCN(CC(=O)Nc1c(F)cccc1F)C(=O)c1cccc(-n2cccc2)c1,1.9%,-7.0%,-4.0%,1.5%,-8.5%,i,-5.1,-0.3%,-0.8%
BrC(=C\c1ccccc1)/C=N/Nc1nc(N2CCOCC2)nc(N2CCOCC2)n1,1.7%,x,0.2%,8.2%,-24.5%,i,-1.1,u,-12.6%
O=C(CCn1cncn1)N1CCCC(N2CCN(c3ccc(F)cc3)CC2)C1 (stereo not given),-1.8%,4.3%,21.1%,-1.2%,15.5%,u,-3.5,0.1%,7.7%
COc1ccc(OCCOc2ccc(/C=C3\C(=N)N4N=C(C)SC4=NC3=O)cc2)cc1,-1.2%,x,1.0%,5.3%,4.2%,i,-0.4,1.1%,-4.4%
CC(C)(C)n1nnnc1C(c1ccccc1)N1CCCN(Cc2ccc(F)cc2)CC1 (stereo not given),x,-2.8%,x,11.7%,x,i,-0.8,0.0%,x
Cc1ccc(NC(=O)CSc2nc(N)c3cc4c(nc3n2)CCCC4)cc1,-20.7%,36.8%,-4.5%,-6.6%,-13.3%,i,-0.9,7.9%,-33.4%
COc1ccc(N2CCN(C(=O)c3cccnc3SCc3cccc(Br)c3)CC2)cc1,4.5%,-22.0%,u,6.0%,-9.8%,i,0.2,3.3%,11.8%
COc1ccccc1CNC(=O)c1ccc(-n2c(C)cc3c2CCCC3)cc1,0.3%,-3.3%,-1.2%,x,-13.1%,i,x,22.5%,-43.2%
COc1ccc(/C=C/C(=O)Oc2cccc(/C=N/NC(=O)COc3c(C)cccc3C)c2)cc1,u,-17.8%,-1.2%,-13.2%,-0.7%,i,1.1,-0.2%,-34.9%
O=S(=O)(NCc1ccccc1)c1ccc(-c2cnc(C3CC3)o2)cc1,2.2%&-9.4%,-6.7%,u,2.1%,19.7%,u,0.3,-0.8%&-0.6%,-31.5%&-28.2%
O=C(CN1CCN(S(=O)(=O)c2ccc(Br)cc2)CC1)Nc1ccc(F)cc1F,11.6%,13.0%,u,20.0%,x,i,-4.4,-0.2%,-2.5%
CN(Cc1ccon1)C(=O)CC1C(=O)NCCN1Cc1ccc(Cl)c(F)c1 (stereo not given),-6.2%,-1.4%,9.9%,5.1%,4.9%,i,2.8,-1.1%,-8.0%
Cc1cccc(OCCn2c(=O)n(C)c3ccccc32)c1,10.0%,51.9%[activator],-25.0%,-2.6%,u,i,-2.3,7.7%,-19.8%
CCCCNc1nc2c(-c3ccccc3)nnn2c2ccccc12,0.7%,x,-13.9%,-1.1%,8.6%,i,0.2,3.8%,3.6%
Brc1ccc(Cn2c(-c3ccc(Br)o3)nc3ccccc32)o1,u,x,u,2.7%,24.6%,i,-1.1,10.3%,-46.3%
CN(CCNC(=O)c1cc2c(=O)n(C)c3ccccc3c2n1C)Cc1ccccc1,-2.1%,-35.7%,u,7.0%,8.6%,i,-4.1,-0.1%,-37.1%
CC1CCN(S(=O)(=O)c2cc(C(=O)NCCc3ccccc3)n(C)c2)CC1,12.9%,-12.8%,u,x,x,i,x,1.5%,-1.3%
O=C(NNC(=O)c1cc(-c2ccccc2)nc2ccccc12)Nc1cccc(Cl)c1,-12.0%,-25.8%,u,7.3%,u,u,-1.1,-0.4%,-34.1%
Cc1nn(-c2ccccc2)c(C)c1C(=O)OCC(=O)N(C)c1c(N)n(Cc2ccccc2)c(=O)[nH]c1=O,5.8%,8.3%,-9.3%,-3.4%,-5.9%,i,-1.2,-1.2%,-2.0%
